# NTR1 agonist: NTR1-driven beta-arrestin-GFP spot formation – imaging, U2OS cells, high content, primary screen (AID 493036); 330,000 tested, 0.17% active; activation, % at 20 µM; agonist mode;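 active = activation at or above 40% of the spot to cytoplasm intensity ratio, with at least 20 cells analyzed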;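 also: 0% = DMSO without peptide and 100% = 100 nM NTR1 peptide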
# Target sequence (P30989 whole entry, looked up): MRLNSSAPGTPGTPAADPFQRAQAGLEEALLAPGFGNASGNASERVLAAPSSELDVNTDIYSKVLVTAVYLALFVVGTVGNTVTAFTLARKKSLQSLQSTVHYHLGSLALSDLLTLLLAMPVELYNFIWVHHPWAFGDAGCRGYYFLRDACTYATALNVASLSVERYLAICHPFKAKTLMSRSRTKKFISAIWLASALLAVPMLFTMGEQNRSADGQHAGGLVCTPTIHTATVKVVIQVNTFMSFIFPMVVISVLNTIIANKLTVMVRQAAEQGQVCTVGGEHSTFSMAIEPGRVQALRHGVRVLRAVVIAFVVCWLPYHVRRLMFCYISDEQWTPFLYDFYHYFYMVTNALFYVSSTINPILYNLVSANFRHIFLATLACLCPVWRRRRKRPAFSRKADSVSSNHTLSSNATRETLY
# Dengue-2 NS5 capping: flavivirus cap methylation enzyme inhibition – biochemical, confirmation dose response, primary screen (AID 588689) | 340,000 tested, 0.3% active | inhibition, % at 25 µM, or IC50 in µM where a hit was titrated | Dengue-2 NS5 methyltransferase capping enzyme assay, biochemical; higher % means a stronger effect; in the data active = a potency from the dose series
# AID2073: disruptors of CaV2.2 binding to Mint1 – biochemical, HTRF (AID 2073). HTRF protein-protein interaction, Mint1-CaV2.2; higher % means a stronger effect. inhibition, % at 20 µM, or IC50 in µM where a hit was titrated. 290,000 tested, 0.19% active; in the data active = inhibition mostly above about 51%, no sharp cut-off; also: some results filed as inactive read as strong as hits
# GPR55 beta-arrestin: selective activators of receptor GPR55 – imaging, U2OS cells, beta-arrestin-GFP redistribution, primary screen (AID 1961); U2OS GPR55 beta-arrestin-GFP redistribution imaging; higher % means a stronger effect; one-dose activation, % at 10 µM; EC50 in µM for titrated hits; 290,000 tested, 0.048% active;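 active = activation above 40% with more than 50 cells counted in the well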;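 also: U2OS osteosarcoma cells stably expressing GPR55 and beta-arrestin-GFP; plate controls were DMSO negative control for no effect and LPI positive control for full effect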
# GPR55 antagonists: inhibition of LPI-stimulated GPR55 beta-arrestin translocation – imaging, U2OS, beta-arrestin-GFP, LPI agonist, primary screen (AID 2013) | U2OS GPR55 beta-arrestin-GFP translocation imaging, LPI antagonism; higher % means a stronger effect | one-dose inhibition, % at 10 µM; IC50 in µM for titrated hits | 290,000 tested, 0.13% active;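 active = spots per cell inhibited over 60%, with over 100 cells counted and total cytoplasm intensity under 500,000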;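 also: U2OS cells stably carrying GPR55 and arrestin-GFP stimulated by 5 µM LPI near EC80; imaged beta-arrestin-GFP aggregate spots per cell after agonist stimulation; plate controls were LPI-stimulated DMSO wells for no effect and DMSO wells without LPI for full effect; some results filed as inactive read as strong as hits; confirmed hits need IC50 under 10 µM and bright autofluorescent wells are also inconclusive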
# HIV peptide binding: cell-free HIV fusion peptide-binding blockers – biochemical, uHTS, fluorescence dequenching, primary screen (AID 1986); 290,000 tested, 0.3% active; inhibition, % at 20 µM; hits with a dose series show IC50 in µM; cell-free peptide binding, fluorescence dequenching, 30 min; higher % means a stronger effect; in the data active = inhibition mostly above about 52%, no sharp cut-off; inactive = mostly below about 76%; also: some results filed as inactive read as strong as hits
# Siah-1 displacement: Siah-1 peptide-binding antagonists, primary screen, biochemical, fluorescence polarization, rhodamine-plectin, uHTS (AID 1817); Siah-1 / rhodamine-plectin peptide fluorescence polarization; higher % means a stronger effect; one-dose displacement, % at 20 µM; IC50 in µM for titrated hits; 290,000 tested, 0.02% active;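 active = displacement of at least 50% at 20 µM, with a fluorescence ratio check between 0.3 and a set limit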;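 also: plate controls were Siah plus tracer with DMSO for no effect and tracer alone without Siah for full effect; strong numbers were not always called active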
# GPR35 arrestin U2OS: inhibition of zaprinast-stimulated GPR35 beta-arrestin translocation – imaging, U2OS, beta-arrestin-GFP, zaprinast agonist, primary screen (AID 2058); U2OS GPR35 beta-arrestin-GFP translocation imaging, zaprinast antagonism; higher % means a stronger effect; 290,000 tested, 0.052% active; inhibition, % at 10 µM; hits with a dose series show IC50 in µM;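 active = inhibition of at least 50% with at least 30 cells and total cytoplasm GFP at most 10,000,000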
# UTI89 phage lysis: protection from phage-mediated lysis, alamar blue read-out – E. coli UTI89, K1F phage, bacterial capsule biogenesis inhibitors (AID 488966); E. coli UTI89 K1F phage lysis, alamar blue, 2 h; higher % means a stronger effect; 340,000 tested, 0.02% active; inhibition, % at 100 µM, or IC50 in µM where a hit was titrated;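 active = phage lysis inhibition, versus mean bacterial control, above a set limit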;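 also: capsule biogenesis inhibitors block K1F phage lysis so surviving cells raise fluorescence; higher fluorescence means more inhibition of phage lysis; actives were called in the ten point dose series up to 300 µM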
# NTR1 agonist cell count 20 µM: recorded beside NTR1 agonist, whose call it bears; cell count; measured here: cell count, cytotoxicity flag
# Dengue-2 NS5 capping pilot replicate: also measured in Dengue-2 NS5 capping; calls as there; inhibition, %; measured here: pilot screen replicate inhibition
# Numbers without * were called inactive; x = not tested or not shown; [ ] = dose if it differs, or a comment. Compounds as they come, and some 1.2% of all compounds hit somewhere here.
SMILES,NTR1 agonist,NTR1 agonist cell count 20 µM,Dengue-2 NS5 capping,AID2073,GPR55 beta-arrestin,GPR55 antagonists,HIV peptide binding,Siah-1 displacement,GPR35 arrestin U2OS,UTI89 phage lysis,others
COc1ccc(N2CC(C(=O)N3CCN(c4ccccc4F)CC3)CC2=O)cc1 (stereo unspecified),1.4,51,1%,-6%,0.8%,-5%,1.2%,0%,3%,0.2%,
CCOC(CNC(=O)Cc1c(C)nc2c(-c3ccccc3)c(C)nn2c1C)OCC,0.2,94,-5%,4%,-0.4%,0%,-2.3%,-5%,3%,0.1%,
CS(=O)c1ccccc1COC(=O)Nc1cccc(Cl)c1 (stereo unspecified),0.5,46,-1%,-7%,-0.1%,12%,1.7%,4%,-13%,0.6%,
CCc1c(C)c(C#N)c2nc3ccccc3n2c1NCC1CCCO1 (stereo unspecified),-1.3,89,-10%,14%,0.0%,3%,0.3%,4%,-3%,0.5%,
CCOC(=O)Cn1c(=O)c2c(nc3n2CCCN3CCc2ccccc2)n(C)c1=O,3.3,82,1%,-2%,-0.1%,3%,0.9%,11%,-3%,-0.5%,
O=c1[nH]c(C2CCN(S(=O)(=O)c3ccc(C(F)(F)F)cc3)CC2)nc2c1nnn2Cc1ccccc1,13,37,5%,13%,-0.2%,10%,0.3%,2%,-3%,0.6%,
O=C(c1cc2cc(Cl)ccc2[nH]1)N1CCN(c2ccc(F)cc2)CC1,8.3,58,-6%,6%,-0.1%,10%,1.1%,9%,0%,0.1%,
CCC1CCCCN1CCCNC(=O)CN1C(=O)COc2ccc(S(=O)(=O)N3CCOCC3)cc21 (stereo unspecified),-0.3,57,-1%,11%,-0.4%,5%,2.7%,-1%,11%,0.1%,
CCOC(=O)Cn1c(=O)oc2cc(S(=O)(=O)N3CCCC(C)C3)ccc21 (stereo unspecified),0.2,60,-3%,7%,-0.2%,0%,3.5%,-8%,10%,0.0%,
CCOC(=O)c1cc(C#N)c(Nc2ccc(C)cc2)nc1C(F)(F)F,0.2,56,6%,25%,0.2%,2%,-0.7%,16%,7%,-0.4%,
CCCCOc1ccc(OCCNS(=O)(=O)N(C)C)cc1,3.5,48,-4%,0%,-0.6%,4%,-1.3%,1%,-10%,1.1%,
CC(C)(C)n1nnnc1C(c1ccncc1)N1CCCCCC1 (stereo unspecified),0.2,66,-5%,-8%,0.0%,1%,-2.9%,9%,12%,2.6%,
COc1cccc(CNCc2ccc3c(c2)OCO3)c1,-0.2,80,x,3%,0.3%,8%,0.6%,6%,-1%,1.6%,
CC(CCc1ccccc1)NC(=O)CN1CCN(Cc2ccc(Cl)cc2)C1=O (stereo unspecified),2.3,59,-1%,1%,-0.2%,9%,-0.9%,0%,9%,0.1%,
CCc1ccc(S(=O)(=O)Nc2nnc(N)s2)cc1,0.9,56,-7%,17%,-0.3%,-4%,0.6%,3%,1%,-0.4%,
COCc1ccc(CN2CCCC(CCC(=O)NCc3ccc(C)o3)C2)o1 (stereo unspecified),-1.2,63,1%,8%,0.0%,12%,-0.4%,4%,6%,-0.1%,
CC(C)n1nc(C(=O)NCc2ccc3c(c2)OCO3)c2ccccc2c1=O,0.4,55,-3%,0%,-0.2%,18%,1.0%,7%,-6%,-0.3%,
CC(C)(C)[C@]1(O)CCN2C[C@H]3c4ccccc4CCc4cccc(c43)[C@@H]2C1,5.5,67,-5%,-8%,0.9%,15%,-2.0%,-1%,0%,5.9%,
Cc1noc(C)c1COC(=O)Cc1ccc(Cl)cc1,-1.7,91,1%,-5%,0.2%,4%,1.2%,-3%,3%,2.2%,
Cc1cc(C)c2nc(NC(=O)c3cc(C)on3)sc2c1,1.9,44,0%,4%,0.2%,-2%,-0.7%,-1%,7%,1.9%,
CCOC(=O)C(=Cc1cn(C)c2ccc(S(=O)(=O)N(C)C)cc12)C(=O)OCC,1.8,34,-4%,5%,-0.1%,4%,2.9%,8%,1%,0.6%,
CC(N=C1NS(=O)(=O)c2ccccc21)C(=O)N1CCc2ccccc2C1 (stereo unspecified),-0.1,52,1%,-8%,-0.3%,8%,-0.5%,-8%,4%,0.3%,
CCOC(=O)C1(CC2CC2)CCN(Cc2cnc(N(C)C)s2)CC1,1.4,62,-3%,1%,-0.1%,3%,2.4%,0%,0%,-0.6%[50 µM],
CSc1nc(C(C)C)ccc1CNC(=O)CC(C)c1ccccc1 (stereo unspecified),2.4,49,-3%,-7%,0.0%,-6%,-0.6%,-5%,2%,0.3%[50 µM],
O=C(CSc1ccc(-c2ccc(Cl)cc2)nn1)N1CCCc2ccccc21,9.4,75,-5%,-1%,-0.6%,-4%,-1.1%,-2%,-5%,0.2%[50 µM],
# Next part.
SMILES,NTR1 agonist,NTR1 agonist cell count 20 µM,Dengue-2 NS5 capping,AID2073,GPR55 beta-arrestin,GPR55 antagonists,HIV peptide binding,Siah-1 displacement,GPR35 arrestin U2OS,UTI89 phage lysis,others
COc1ccc(Cn2nnnc2C(c2cccnc2)N2CCN(c3ccc(O)cc3)CC2)cc1 (stereo unspecified),0.6,69,-3%,-56%,-0.3%,11%,0.7%,5%,10%,0.5%,
O=C1OC(CO)CN1Cc1ccccc1 (stereo unspecified),0.1,61,5%,16%,-0.1%,0%,1.3%,-1%,6%,0.1%,
O=C(O)CCC(=O)Nc1sc2c(c1C(=O)Nc1ccccc1)CCCCC2,1.9,71,6%,65%,0.5%,5%,19%,-1%,-2%,-0.1%,
CC12C(=O)N(c3nccs3)C(=O)C1C1C=CC2C1 (stereo unspecified),0.6,52,2%,3%,-0.2%,7%,0.7%,12%,11%,1.1%,
CC(C)(C)C(=O)NC(=S)Nc1ccc(C(F)(F)F)cc1,-0.8,49,2%,3%,-0.1%,4%,0.0%,-3%,7%,-0.8%,
COc1ccc(CCNC(=O)CN2C(=O)c3ccccc3S2(=O)=O)cc1OC,-0.5,44,-3%,10%,-0.4%,3%,-1.9%,2%,-2%,0.9%,
O=C(CSc1ncccn1)N/N=C/c1ccc2c(c1)OCO2,0.1,41,-1%,11%,-0.2%,8%,-0.1%,3%,7%,0.6%[50 µM],
CCc1nnc(NC(=O)c2ccncc2)s1,1.0,54,6%,-11%,-0.1%,0%,3.8%,1%,4%,-1.4%,
Cc1[nH][nH]c(=O)c1N=Nc1ccc(Cl)cc1,7.8,79,-2%,6%,0.0%,-3%,-0.1%,22%,-3%,0.2%,
Oc1ccccc1C(=S)N1CCCCC1,-0.2,32,-12%,7%,-0.2%,-1%,1.9%,2%,-16%,1.9%,
CCC(=O)N1CCc2cc(S(=O)(=O)NCCCN3CCN(Cc4ccccc4)CC3)ccc21,-2.8,32,-1%,9%,-0.1%,-4%,-3.0%,-4%,-14%,5.0%,
Fc1ccc(NC(=S)N2CCCC2)cc1Cl,0.3,38,-1%,-10%,0.1%,1%,-0.9%,-4%,1%,0.7%,
COc1ccc(CN2CCNC(=O)C2CC(=O)NCCN2CCCCC2=O)c(F)c1 (stereo unspecified),0.1,67,-10%,-6%,-0.1%,5%,3.2%,-3%,-1%,0.3%,
Cc1cc(C)cc(NC(=S)Nc2cccc3ccccc23)c1,1.6,62,3%,-26%,0.3%,7%,0.4%,5%,-10%,-0.2%,
COc1nc(-c2ccccc2)ccc1-c1noc(-c2ccco2)n1,4.1,86,9%,26%,0.1%,11%,-2.2%,6%,-5%,5.7%,
COc1ccc(C(=O)Nc2ccccc2C(=O)Nc2cc(C)ccn2)cc1,4.1,58,-1%,17%,-0.2%,9%,-0.6%,-1%,-4%,0.2%,
Cc1ccc(C(C)C)c(OCCN2CCc3ccccc3C2)c1,4.2,58,-2%,11%,-0.2%,4%,2.7%,0%,20%,0.9%,
S=c1[nH]nc(-c2cc(-c3ccco3)[nH]n2)n1-c1ccccc1,-0.3,66,5%,-17%,-0.1%,-10%,9.7%,1%,-14%,0.4%,
Cc1cccc(NC(=O)c2ccc3c(c2)C(=O)N(Cc2cccnc2)C3=O)c1C,0.1,59,-3%,12%,-0.1%,12%,1.2%,4%,7%,1.9%[50 µM],
Cc1ccccc1NC(=O)CCN1CCN(CCO)CC1,-1.0,41,-3%,8%,-0.1%,2%,0.7%,2%,-8%,0.1%,Dengue-2 NS5 capping pilot replicate=3.4
CCN(CC)S(=O)(=O)c1cccc(C(=O)N/N=C/c2ccc(OC)c(O)c2)c1,5.2,33,-5%,5%,0.4%,5%,-2.6%,-2%,-5%,2.5%,
Cc1cc(C)nc(SCc2ccccc2C#N)n1,-0.6,28,-2%,2%,-0.2%,-6%,1.3%,2%,2%,0.8%,
CCOC(=O)CN(C(=O)CSc1nnc(CNc2ccc(F)cc2)n1CC)c1ccc(F)cc1,-0.1,47,-7%,15%,-0.1%,20%,0.2%,6%,-4%,-2.5%,
Cc1onc(-c2ccccc2Cl)c1C(=O)N1CCCCC1C (stereo unspecified),0.6,43,-8%,19%,-0.2%,5%,-1.0%,-3%,2%,-0.1%,
N/C(=N\c1nc2ccccc2o1)NC(=O)c1ccc(Cl)cc1,2.1,92,2%,-10%,0.1%,8%,-0.9%,-4%,9%,0.1%,
# Further records follow.
SMILES,NTR1 agonist,NTR1 agonist cell count 20 µM,Dengue-2 NS5 capping,AID2073,GPR55 beta-arrestin,GPR55 antagonists,HIV peptide binding,Siah-1 displacement,GPR35 arrestin U2OS,UTI89 phage lysis,others
COc1cc(C(=O)NNc2nc3cc4c(cc3s2)OCO4)cc(OC)c1OC,-1.1,81,-6%,0%,-0.2%,-7%,5.9%,-4%,5%,-2.5%,
Cc1cccc(OCc2n[nH]c(=S)o2)c1C,4.4,96,-2%,11%,-0.1%,7%,0.4%,2%,2%,0.1%,
COc1ccc(C(=O)NNC2CC(=O)N(Cc3ccccc3)C2=O)cc1OC (stereo unspecified),-1.4,54,-1%,4%,0.0%,10%,5.0%,7%,-6%,-1.8%,
O=C(N/N=C/CCc1ccccc1)c1ccccc1,-2.8,90,-6%,4%,0.2%,33%,-2.6%,3%,21%,1.3%,
S=C(NCc1ccc(Cl)cc1)NC12CC3CC(CC(C3)C1)C2,11,63,-2%,6%,-0.1%,-6%,-4.1%,-1%,4%,4.6%,
O=C(OCC(=O)c1cccs1)c1cccc(C(=O)OCC(=O)c2cccs2)n1,-0.9,39,-4%,3%,-0.1%,43%,-2.9%,3%,-9%,0.1%,

# Bioassay records: PubChem, several laboratories
